# High-throughput results from PubChem BioAssay.
# CAL PDZ FP-1: inhibitors of human CAL PDZ peptide binding; purified CAL PDZ, TMR-peptide fluorescence polarization, 1 h; inhibition, % at 24.9 µM; 300,000 compounds, 0.92% hits; AID 602252;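 active = mean inhibition of at least 30% with at least half of replicates also reaching 30%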;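 also: 0% = DMSO neutral control and 100% = excess unlabeled competitor peptide PRC23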
# SR-BI HDL uptake: inhibitors of mouse SR-BI mediated HDL lipid uptake. inhibition, % at 12.5 µM. ldlA[mSR-BI] CHO cells, DiI-HDL uptake fluorescence, 3 h. 320,000 compounds, 0.96% hits. Q61009;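 active = mean replicate inhibition of at least 70% and a set share of replicates each scoring 70 or more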;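 also: 0% = median of neutral control wells and 100% = median of positive control wells; values of inactives mirror those of a sister screen read the other way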
# Target sequence (Q61009 whole entry, looked up): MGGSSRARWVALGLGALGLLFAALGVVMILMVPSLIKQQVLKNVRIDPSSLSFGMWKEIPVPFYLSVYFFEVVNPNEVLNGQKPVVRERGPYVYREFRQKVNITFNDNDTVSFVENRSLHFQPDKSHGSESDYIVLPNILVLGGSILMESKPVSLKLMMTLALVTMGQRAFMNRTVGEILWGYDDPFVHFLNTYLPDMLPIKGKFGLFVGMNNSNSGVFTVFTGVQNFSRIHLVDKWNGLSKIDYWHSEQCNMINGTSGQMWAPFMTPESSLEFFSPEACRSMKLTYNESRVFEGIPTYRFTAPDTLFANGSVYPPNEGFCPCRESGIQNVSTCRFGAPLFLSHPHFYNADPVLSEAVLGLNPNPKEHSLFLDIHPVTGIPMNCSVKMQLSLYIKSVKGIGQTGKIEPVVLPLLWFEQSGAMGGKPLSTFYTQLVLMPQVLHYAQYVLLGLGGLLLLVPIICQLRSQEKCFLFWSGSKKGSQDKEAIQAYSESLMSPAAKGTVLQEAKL
# E coli growth: bacterial growth inhibition, counter-screen for AddAB inhibitors; E. coli V3065 growth, OD600 absorbance, 18 h; inhibition, % at 11.9 µM; 330,000 compounds, 0.27% hits;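 active = inhibition above the campaign's mean inhibition across all tested compounds plus 3 SD, cut at about 9.9% in these data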;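 also: uninfected addAB+ strain grown without phage in ampicillin broth; 0% = DMSO wells and 100% = ciprofloxacin 0.95 µg/ml wells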
# Tat export inh: E. coli Tat transport inhibition; 340,000 compounds, 0.036% hits; inhibition, % at 10 µM; E. coli MC4100 TorA-mCherry Tat export, fluorescence;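 active = mean replicate inhibition at least 50% and at least half of replicates individually reaching 50%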;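 also: exported cargo escapes ClpAP degradation while cytoplasmic cargo is degraded and loses fluorescence; 0% = median of neutral control wells and 100% = median of NaSCN control wells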
# CAL PDZ FP-2: inhibitors of human CAL PDZ peptide binding; Q9HD26; purified CAL PDZ, TMR-peptide fluorescence polarization, 1 h; inhibition, % at 20 µM; 330,000 compounds, 0.02% hits; AID 504414;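 active = highest replicate inhibition of at least 40%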;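 also: plate controls were DMSO neutral control wells for no effect and unlabeled competitor peptide control wells for full effect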
#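 Test system: tagged CAL PDZ domain / Buffer or medium: sodium phosphate/NaCl buffer pH 7.4 with TCEP, IgG, Thesit / Reagent: TMR-labelled reporter peptide T*-PRC34 bound in PDZ groove / Compound dosing: single point, 20 µM / Schedule: 1 h incubation at room temperature before polarization reading / Technique: fluorescence polarization (mP) / Benchmarks: unlabelled peptide, DMSO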
# MITF TRPM1 HTS: increases MITF-driven TRPM1 promoter luciferase signal; SK-MEL-5 TRPM1-promoter luciferase, 24 h; % of positive control, neutral wells = 0; activation, % at 12.5 µM; 300,000 compounds, 0.75% hits; AID 588334;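 active = mean activation of at least 80% with every replicate also reaching 80%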;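 also: 0% = neutral control wells and 100% = parthenolide positive control wells; values of inactives mirror those of a sister screen read the other way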
# AddAB inh: less growth of phage-infected E. coli with AddAB. E. coli expressing H. pylori AddAB, absorbance growth. inhibition, % at 11.9 µM. 330,000 compounds, 0.29% hits. AID 435030; in the data active = inhibition above about 12%;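 also: 0% = vehicle wells of infected cells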
# phage Ecoli inh: E. coli growth loss with phage present; growth absorbance; inhibition, % at 11.9 µM; 360,000 compounds, 0.26% hits; AID 651602; in the data active = inhibition above about 11%
# Wnt bcat act: Wnt/beta-catenin pathway activation; Wnt/beta-catenin reporter cell assay, activator, plate reader; activation, % at 9.35 µM; 300,000 compounds, 1.2% hits; AID 743398; in the data active = activation above about 30%, passing the limit was not always enough;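 also: 0% = neutral control wells and 100% = positive control wells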
# SR-BI DiI-HDL act: activators of SR-BI mediated HDL lipid uptake | CHO ldlA[mSR-BI] cells, DiI-HDL uptake fluorescence, 3 h; 100 = double the neutral-control signal | AID 504775 | activation, % at 12.5 µM | 320,000 compounds, 0.096% hits;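 active = mean replicate activation of at least 60% and every replicate at or above 60%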;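 also: 0% = median plate neutral-control signal and 100% = twice that signal; values of inactives mirror those of a sister screen read the other way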
#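 System: LDL receptor-deficient CHO ldlA cells overexpressing murine SR-BI | Timing: 3 h uptake period with compound, 37 °C | Medium: HEPES-buffered (25 mM, pH 7.4) F12 plus 0.5% BSA | Dosing: Single-point compound dose | Signal: Bottom-read fluorescence, 550/595 nm | Read-out: Retained DiI signal reflecting DiI-HDL uptake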
# * = called active by the depositor; x = no result given; & = joins results of further samples.
[1] Cc1ccc(S(=O)(=O)NCc2ccccc2)cc1C(=O)N1CCN(c2ccccc2)CC1
[2] O=C(Nc1cccc(S(=O)(=O)N2CCOCC2)c1)c1cc(=O)[nH]c2ccccc12
[3] O=C(COc1cccnc1[N+](=O)[O-])Nc1cccc2ccccc12
[4] C=CCn1c(SCC(=O)NNC(=O)Nc2cccc(Cl)c2)nnc1-c1ccccc1
[5] COc1ccc(C(CC(=O)O)NS(=O)(=O)c2ccc3c(c2)N(C(C)=O)CC(C)O3)cc1 (stereo not drawn)
[6] CCOc1ccccc1NC(=O)c1cnc(NS(=O)(=O)c2ccccc2)nc1
[7] CC1CCN(Cc2c(C(=O)N/N=C/c3cccc(C(F)(F)F)c3)nnn2-c2nonc2N)CC1
[8] CSc1cccc(NC(=S)N(CCC(C)C)C2CCN(C(C)=O)CC2)c1
screen / no.	1	2	3	4	5	6	7	8
CAL PDZ FP-1	-1.1	-4.6	-4.1	5.9	12.7	1.3	-0.5	x
SR-BI HDL uptake	-23.8	10.6	18.4	-3.3	-16.7	x	7.6	x
E coli growth	1.9	-2.9	-0.9	1.2	0.8	-2.4	-0.6	4.3
Tat export inh	2.4	2.6	15.4	-3.0	-1.4	-2.3	-5.8	-1.6
CAL PDZ FP-2	-0.8	-0.2	-0.8	-2.2	-2.3	-1.8	0.5	-0.4
MITF TRPM1 HTS	2.2	2.1	-20.5	-6.6	7.0	-0.3	2.6	-13.7
AddAB inh	1.6	-2.5	2.4	2.2	0.4	2.4	2.2	1.2
phage Ecoli inh	2.0	4.5	x	3.9	0.8	0.2	-0.5	2.9
Wnt bcat act	-5.1	-2.5	x	-1.6	-0.1	-2.7	24.4	4.9
SR-BI DiI-HDL act	23.8	-10.6	-18.5	3.3	16.7	x	-7.6	x

[9] O=C(CSc1nnc(Cn2c(=O)sc3ccccc32)n1-c1ccccc1)NCc1ccco1
[10] CCC(COC)NCc1cn(-c2ccc(OC)cc2)nc1-c1cccc(F)c1 (stereo not drawn)
[11] O=C(NC(=S)NCc1ccccc1)c1ccc(Br)o1
[12] COc1ccc(Nc2nc(NN)nc(C)c2[N+](=O)[O-])cc1
[13] O=C(/C=C/c1cccs1)N1CCC2(CC1)Oc1ccc(Cl)cc1C(=O)C21CC(c2ccc(Cl)cc2)=NO1 (stereo not drawn)
[14] Cc1nn(Cc2ccc(C(=O)Nc3ccc(C(=O)OC(C)C)cc3)o2)c(C)c1Cl
[15] CCCn1c(=O)c2c(nc3n2CCN3Cc2ccco2)n(C)c1=O
[16] COc1ccc2cc3cc(C(=O)NCCCN4CCOCC4)oc3nc2c1
screen / no.	9	10	11	12	13	14	15	16
CAL PDZ FP-1	0.1	-1.7	-4.3	x	-1.4	-2.8	-3.3	0.9
SR-BI HDL uptake	6.8	34.8	5.6	1.7	29.9	69.1	18.3	10.5
E coli growth	1.0	-1.3	0.2	0.6	-2.2	-2.1	0.8	-1.7
Tat export inh	0.5	4.8	15.6	-17.0	-15.1	0.6	-13.5	-5.0
CAL PDZ FP-2	-0.5	-1.4	-2.0	0.9	0.4	-2.1	-0.3	-1.9
MITF TRPM1 HTS	9.1	1.5	6.7	0.4	-0.5	-11.6	6.0	3.4
AddAB inh	3.0	-0.5	3.4	2.4	0.0	-1.3	-0.6	3.7
phage Ecoli inh	4.4	2.4	2.8	1.0	3.4	0.0	2.0	0.6
Wnt bcat act	-5.8	-1.3	0.4	5.5	-8.6	x	-1.1	x
SR-BI DiI-HDL act	-6.8	-34.8	-5.6	-1.7	-29.9	-69.1	-18.3	-10.5

[17] O=C(c1ccccc1F)N(Cc1cccnc1)Cc1cc2cc3c(cc2[nH]c1=O)OCCO3
[18] Cc1ccnc(NC(=O)CNC(=O)c2ccc(C)s2)c1
[19] O=C(O)/C=C/C(=O)NNC(=O)c1cccc(Br)c1
[20] O=S(=O)(Nn1c(O)c(C=C2N=c3ccccc3=N2)sc1=S)c1ccccc1
[21] COc1ccc(NC(=O)c2cc(-c3ccccc3)on2)cc1
[22] CCOc1ccc(C(=O)c2nc3c(n2O)CCCC3)cc1
[23] CCOC(=O)N1CCC(NC(=O)c2cc(S(=O)(=O)N3CCOCC3)ccc2F)CC1
[24] C[C@@H]1CN[C@@H](CCO)/C1=C\c1ccccc1
screen / no.	17	18	19	20	21	22	23	24
CAL PDZ FP-1	-4.4	-0.3	-3.8	-2.9	-5.0	-2.0	x	7.7
SR-BI HDL uptake	10.1	-16.6	-6.7	x	-15.6	10.1	-14.3	x
E coli growth	-0.1	0.8	2.5	3.5	-1.0	1.8	0.6	x
Tat export inh	1.2	-13.2	-11.5	-3.1	5.1	-11.0	5.3	-1.3
CAL PDZ FP-2	-0.1	-3.0	-0.7	-2.8	1.0	-1.3	-2.7	-0.7
MITF TRPM1 HTS	-5.2	21.3	-10.8	-1.7	29.9	5.6	1.2	2.4
AddAB inh	1.1	-1.1	1.8	9.5	4.8	4.9	4.3	x
phage Ecoli inh	2.4	2.1	2.5	-0.1	2.3	2.4	x	2.0
Wnt bcat act	-0.7	-0.8	x	4.1	9.5	4.2	-0.1	0.7
SR-BI DiI-HDL act	-10.1	16.6	6.7	x	15.6	-10.1	14.3	x

[25] COC(=O)C1=C(C)NC(=O)CC1c1ccc(F)c(Br)c1 (stereo not drawn)
[26] Cc1cc(C(=O)O)ccc1-n1c(C)cc(C=C2C(=O)c3ccccc3C2=O)c1C
[27] COc1ccc2c(c1OC)C(=O)N(c1cccc(NC(C)=O)c1)C2
[28] COc1ccc(-c2cc(C(=O)Nc3cc(Cl)ccc3O)no2)cc1
[29] CCc1c(C)nc(SCC(=O)Nc2c(C)n(C)n(-c3ccccc3)c2=O)[nH]c1=O
[30] Nc1nnc(SCCCC(=O)c2ccc(Br)cc2)s1
[31] O=C(CN1CCN(c2ccc(F)cc2)CC1)N1N=CCC1c1ccccc1 (stereo not drawn)
[32] O=C(Nc1ccc(Cl)cc1C(F)(F)F)c1ccccc1
screen / no.	25	26	27	28	29	30	31	32
CAL PDZ FP-1	4.8	1.8	0.7	-3.6	0.9	-6.9	2.0	-3.6
SR-BI HDL uptake	0.6	-16.5	-8.6	-3.8	-3.1	-4.3	6.3	33.9
E coli growth	-3.3	-0.3	-2.5	0.5	-1.9	-0.1	1.6	-0.7
Tat export inh	2.7	-3.0	-11.8	2.7	0.2	4.3	-4.0	-2.1
CAL PDZ FP-2	-1.3	0.0	-2.2	-0.5	-0.3	-3.2	-2.3	-0.5
MITF TRPM1 HTS	-4.2	4.3	25.0	113.5*	0.8	24.7	-8.8	19.4
AddAB inh	1.4	2.1	-2.1	1.5	1.2	1.7	1.4	2.1
phage Ecoli inh	x	2.7	2.1	-2.5	3.0	5.2	2.0	3.9
Wnt bcat act	1.3	7.3	8.8	14.0	x	19.3	3.8	x
SR-BI DiI-HDL act	-0.6	16.5	8.6	3.8	3.1	4.3	-6.3	-33.9

# Among those listed so far, 2 have a CF3 group:
[7] CC1CCN(Cc2c(C(=O)N/N=C/c3cccc(C(F)(F)F)c3)nnn2-c2nonc2N)CC1
[32] O=C(Nc1ccc(Cl)cc1C(F)(F)F)c1ccccc1
screen / no.	7	32
CAL PDZ FP-1	-0.5	-3.6
SR-BI HDL uptake	7.6	33.9
E coli growth	-0.6	-0.7
Tat export inh	-5.8	-2.1
CAL PDZ FP-2	0.5	-0.5
MITF TRPM1 HTS	2.6	19.4
AddAB inh	2.2	2.1
phage Ecoli inh	-0.5	3.9
Wnt bcat act	24.4	x
SR-BI DiI-HDL act	-7.6	-33.9

# Remaining list, next part:
[33] CC[C@H](CO)NCCN[C@H](CC)CO
[34] Cc1nc(SCC(=O)c2ccc(Cl)s2)c2oc3ccccc3c2n1
[35] O=C(CSc1nc(-c2ccccc2)c(-c2ccccc2)o1)Nc1nnc(-c2ccccc2)s1
[36] CC(=O)Nc1ccc2c(c1)nc(CCN1CCOCC1)n2C
[37] Brc1cccc(CNCCCN2CCOCC2)c1
[38] Cc1c(NC(=O)c2ccc3nsnc3c2)cccc1[N+](=O)[O-]
[39] Cc1ccc(S(=O)(=O)NC2=NCN(C)CN2)cc1[N+](=O)[O-]
[40] CCOc1ccc(C=NNC(=O)c2cccc3ccccc23)cc1OCC
[41] NS(=O)(=O)c1cccc(NC(=O)c2ccc(S(=O)(=O)N3CCCCCC3)cc2)c1
[42] CC1(C)CC(=O)C(N=Nc2cccc(F)c2C#N)=C(O)C1
[43] O=C(CCCOc1ccccc1)N1CCCc2ccccc21
screen / no.	33	34	35	36	37	38	39	40	41	42	43
CAL PDZ FP-1	8.2	-2.2	-1.7	-2.0	1.8	-1.9	-4.0	1.8	-1.7	x	-3.3
SR-BI HDL uptake	-17.7&-18.6	10.6	-13.2	-26.9	-36.6	-19.1	-8.4	27.2	12.2	-10.8	-6.0
E coli growth	0.5	3.1	3.5	-0.9	2.1	-0.2	0.5	x	1.4	1.4	1.4
Tat export inh	-6.4&-3.1	-0.3	-1.9	-6.2	-1.2	-4.8	-5.1	-8.1	14.4	5.9	10.4
CAL PDZ FP-2	0.0	0.3	18.4	-0.1	-0.9	-3.4	0.6	0.5	-1.2	-1.1	-1.8
MITF TRPM1 HTS	27.3	x	-4.0	5.7	23.2	-2.1	-4.6	-1.7	0.0	-9.1	23.4
AddAB inh	-2.6	4.9	4.8	0.8	2.4	2.2	2.7	x	1.2	1.4	0.1
phage Ecoli inh	2.1	3.8	0.5	2.6	4.6	0.0	1.9	0.9	3.0	2.5	-1.6
Wnt bcat act	-2.7	x	x	-0.5	-5.3	1.2	1.1	-3.0	2.1	7.1	15.2
SR-BI DiI-HDL act	17.7&18.6	-10.6	13.2	26.9	36.6	19.1	8.4	-27.2	-12.2	10.8	6.0

# Three entries from above, set out differently:
No.	canonical_smiles	CAL PDZ FP-1	SR-BI HDL uptake	E coli growth	Tat export inh	CAL PDZ FP-2	MITF TRPM1 HTS	AddAB inh	phage Ecoli inh	Wnt bcat act	SR-BI DiI-HDL act
3	O=C(COc1cccnc1[N+](=O)[O-])Nc1cccc2ccccc12	-4.1	18.4	-0.9	15.4	-0.8	-20.5	2.4	x	x	-18.5
20	O=S(=O)(Nn1c(O)c(C=C2N=c3ccccc3=N2)sc1=S)c1ccccc1	-2.9	x	3.5	-3.1	-2.8	-1.7	9.5	-0.1	4.1	x
5	COc1ccc(C(CC(=O)O)NS(=O)(=O)c2ccc3c(c2)N(C(C)=O)CC(C)O3)cc1 (stereo not drawn)	12.7	-16.7	0.8	-1.4	-2.3	7.0	0.4	0.8	-0.1	16.7
